Avidin fluor: green autofluorescence of compounds with avidin beads – biophysical, 488/530 nm, flow cytometry, artefact control, profiling panel. compound fluorescence 488/530 nm; active compounds read high. fluorescence (KMESF) at 10 µM. 0.38% of 220,000 active. AID 1775, 2009; in the data active = fluorescence above about 47; note: inactives centre near 10
ABCB1 inh: ABCB1 efflux pump inhibitors, primary screen, cell-based, multiplex, flow cytometry, ABCG2 counter-screen; ATP-dependent translocase ABCB1 (Homo sapiens), P08183; inhibition, % at 6.6 µM; AID 1326, 2008; CCRF-Adr cells, JC-1 efflux; 0.067% of 190,000 active; in the data active = inhibition above about 40%;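 note: 0% = vehicle and 100% = reference inhibitor; higher value means more JC-1 retained so stronger ABCB1 efflux block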
Bfl-1 Bim block: inhibitors of Bim binding to Bfl-1, primary screen, biochemical, multiplexed, bead-based flow cytometry | Bcl-2-related protein A1 (Homo sapiens), Q16548 | Bim-Bfl-1 binding inhibition | inhibition, % at 10 µM | 0.12% of 190,000 active;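 note: 0% = wells without compound plus tracer and 100% = blocker peptide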
Bcl-XL Bim block: inhibitors of Bim-Bcl-XL binding, primary screen, biochemical, multiplexed, bead flow cytometry, human Bcl-XL | Bim peptide-Bcl-XL binding, fluorescence | inhibition, % at 10 µM | 0.04% of 190,000 active | AID 1007, 2008
Bim-Bcl-2: inhibitors of Bim-Bcl-2 binding, primary screen, biochemical, multiplexed, human Bcl-2 family | Apoptosis regulator Bcl-2 (Homo sapiens), P10415 | Bead-based flow cytometry, Bim peptide-Bcl-2 binding | inhibition, % at 10 µM | 0.06% of 190,000 active | AID 950, 2007; in the data active = inhibition above about 40%;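 note: 0% = no compound wells with probe peptide and 100% = reference peptide inhibitor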
GSH bead fluor: compound fluorescence on glutathione beads, profiling panel, artefact control, biophysical, 488/530 nm, flow cytometry. GSH beads flow cytometry, compound fluorescence 488/530 nm; active compounds read high. fluorescence (KMESF) at 10 µM. 0.25% of 190,000 active; in the data active = fluorescence above about 89;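 note: glutathione beads carrying GST-tagged Bcl family fusion proteins plus one bare bead set; values are compound well signal with DMSO vehicle wells as background; inactives centre near 16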
Bcl-W Bim block: inhibitors of Bim binding to Bcl-W, primary screen, biochemical, multiplexed, bead-based flow cytometry; Bcl-2-like protein 2 (Homo sapiens), Q92843; Bim peptide-Bcl-W binding; 0.02% of 190,000 active; inhibition, % at 10 µM;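 note: 0% = bound tracer without compound and 100% = peptide blocker; higher means less fluorescent Bim peptide bound to Bcl-W beads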
Target sequence (Q92843 whole entry, looked up): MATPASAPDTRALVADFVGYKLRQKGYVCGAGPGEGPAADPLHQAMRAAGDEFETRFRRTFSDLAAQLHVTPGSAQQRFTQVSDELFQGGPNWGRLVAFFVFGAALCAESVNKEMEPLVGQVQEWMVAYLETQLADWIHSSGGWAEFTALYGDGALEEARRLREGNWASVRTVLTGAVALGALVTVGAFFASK
ABCG2 inh: ABCG2 efflux pump inhibitors, primary screen, multiplex with ABCB1, IgMXP3 cells, flow cytometry | Broad substrate specificity ATP-binding cassette transporter ABCG2 (Homo sapiens), Q9UNQ0 | JC-1 efflux | inhibition, % at 6.6 µM | 0.1% of 190,000 active;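 active = inhibition above 80%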;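 note: 0% = DMSO and 100% = nicardipine control wells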
Target sequence (Q9UNQ0 whole entry, looked up): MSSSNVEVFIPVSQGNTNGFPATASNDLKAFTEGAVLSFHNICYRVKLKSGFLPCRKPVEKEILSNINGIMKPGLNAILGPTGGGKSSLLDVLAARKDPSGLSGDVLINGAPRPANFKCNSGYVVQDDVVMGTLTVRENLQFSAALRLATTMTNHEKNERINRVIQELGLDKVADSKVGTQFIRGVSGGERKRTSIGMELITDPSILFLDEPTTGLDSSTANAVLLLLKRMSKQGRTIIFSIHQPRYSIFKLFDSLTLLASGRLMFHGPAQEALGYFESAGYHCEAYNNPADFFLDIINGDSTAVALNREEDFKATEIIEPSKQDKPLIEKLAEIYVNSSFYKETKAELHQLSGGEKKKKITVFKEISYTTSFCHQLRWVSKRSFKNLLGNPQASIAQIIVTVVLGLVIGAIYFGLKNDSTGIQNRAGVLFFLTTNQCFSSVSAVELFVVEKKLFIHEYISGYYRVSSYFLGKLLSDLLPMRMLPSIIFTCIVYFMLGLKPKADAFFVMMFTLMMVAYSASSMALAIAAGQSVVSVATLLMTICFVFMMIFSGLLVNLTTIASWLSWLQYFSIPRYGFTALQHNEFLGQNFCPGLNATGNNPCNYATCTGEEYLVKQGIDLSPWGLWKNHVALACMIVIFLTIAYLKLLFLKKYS
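Measure – % inhibition of efflux relative to nicardipine and DMSO · Test system – ABCG2 IgMXP3 and barcoded ABCB1 CCRF-Adr cell mix · Control set – nicardipine as high control, DMSO as low control · Compound – one concentration, 6.6 µM final · Signal – flow cytometry of retained JC-1 fluorescence · Timing – 10 min exposure at 25 °C with rotation, no wash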
RGS4-Gao reg: modulators of RGS4 binding to Galphao, primary screen, biochemical, multiplexed bead flow cytometry; actives lie on both sides; Guanine nucleotide-binding protein G(o) subunit alpha (Homo sapiens), P09471; AID 1415, 2008; 0.33% of 220,000 active; binding response (% of control), % at 10 µM; in the data active = binding response below about 49% or above about 150%; inactive = in between;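 note: fluorescent Galphao activated with aluminum fluoride binding bead-coupled RGS4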
RGS7-Gao: RGS7-Galphao binding modulators, primary screen, biochemical, multiplexed bead flow cytometry; Guanine nucleotide-binding protein G(o) subunit alpha (Homo sapiens), P09471; actives lie on both sides; binding response (% of control), % at 10 µM; 0.35% of 220,000 active; AID 1439, 2008; in the data active = binding response below about 49% or above about 150%;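 note: fluorescent Galphao held in activated GDP-AlF4 state binding bead-coupled RGS7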
Bcl-B Bim block: inhibitors of Bim-Bcl-B binding, primary screen, biochemical, multiplexed, human Bcl-2 family | inhibition, % at 10 µM | Bcl-2-like protein 10 (Homo sapiens), Q9HD36 | AID 951, 2007 | 0.073% of 190,000 active | bead-based flow cytometry, Bim peptide-Bcl-B binding;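 note: 0% = tracer peptide without compound and 100% = reference inhibitor peptide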
Target sequence (Q9HD36 whole entry, looked up): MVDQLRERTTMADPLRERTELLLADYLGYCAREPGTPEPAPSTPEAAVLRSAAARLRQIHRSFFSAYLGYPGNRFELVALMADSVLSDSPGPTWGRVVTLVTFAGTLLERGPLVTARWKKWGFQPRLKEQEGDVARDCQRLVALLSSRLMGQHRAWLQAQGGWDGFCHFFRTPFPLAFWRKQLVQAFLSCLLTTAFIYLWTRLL
* marks the source's active call; other numbers are inactive results. Cut-off read from the data, not from the text of the source, unless noted: active = inhibition above about 40%. Rows were taken by chance; about 1.3% have a hit in one of these screens.

Screening Cc1ccc(S(=O)(=O)N2CCN(C(=O)CSC3CCCC3)CC2)c(C)c1 returned Avidin fluor 14, ABCB1 inh 1.1, Bfl-1 Bim block -8, Bcl-XL Bim block -4, Bim-Bcl-2 -6, GSH bead fluor 32, Bcl-W Bim block -5, ABCG2 inh 0, RGS4-Gao reg 103, RGS7-Gao 103 and Bcl-B Bim block -7.
For COc1ccc(-n2nc(C#N)c(Cl)cc2=O)cc1 the results were Avidin fluor 19, ABCB1 inh 1.0, Bfl-1 Bim block -3, Bcl-XL Bim block -6, Bim-Bcl-2 0, GSH bead fluor 11, Bcl-W Bim block -3, ABCG2 inh 3, RGS4-Gao reg 97, RGS7-Gao 98 and Bcl-B Bim block -4.
Screening CCON1C(=O)CN(C(=O)OC)C1c1ccc(Cl)cc1Cl (stereo unspecified) returned Avidin fluor 6, ABCB1 inh 0.2, Bfl-1 Bim block -7, Bcl-XL Bim block -3, Bim-Bcl-2 -5, GSH bead fluor 19, Bcl-W Bim block -4, ABCG2 inh -1, RGS4-Gao reg 103, RGS7-Gao 100 and Bcl-B Bim block -5.
For COc1cc(/C=C(/NC(=O)c2ccccc2)C(=O)Nc2ccccc2)c([N+](=O)[O-])cc1OC the results were Avidin fluor 9, ABCB1 inh 0.1, Bfl-1 Bim block 0, Bcl-XL Bim block 0, Bim-Bcl-2 0, GSH bead fluor 8, Bcl-W Bim block 0, ABCG2 inh 1, RGS4-Gao reg 96, RGS7-Gao 94 and Bcl-B Bim block -3.
For COc1ccc(OC)c2sc(NC(=O)c3ccc(S(=O)(=O)N4CCOCC4)cc3)nc12 the results were Avidin fluor 7, ABCB1 inh -0.2, Bfl-1 Bim block -9, Bcl-XL Bim block -5, Bim-Bcl-2 -7, GSH bead fluor 25, Bcl-W Bim block 1, ABCG2 inh 1, RGS4-Gao reg 105, RGS7-Gao 110 and Bcl-B Bim block -6.
For Cc1nc(SCC(=O)NCc2ccco2)c2c3c(sc2n1)CCCC3 the results were Avidin fluor 8, ABCB1 inh 0.6, Bfl-1 Bim block 4, Bcl-XL Bim block -1, Bim-Bcl-2 0, GSH bead fluor 5, Bcl-W Bim block 0, ABCG2 inh 1, RGS4-Gao reg 102, RGS7-Gao 98 and Bcl-B Bim block 0.
`O=C(CCc1nc2ccccc2c(=O)[nH]1)OCC(=O)N1CCN(S(=O)(=O)c2ccccc2)CC1` gave Avidin fluor 10, ABCB1 inh 0.7, Bfl-1 Bim block -2, Bcl-XL Bim block 0, Bim-Bcl-2 0, GSH bead fluor 16, Bcl-W Bim block 0, ABCG2 inh 10, RGS4-Gao reg 99, RGS7-Gao 100 and Bcl-B Bim block -2.
`O=c1c2ccccc2nc(-c2ccco2)n1CCCn1ccnc1` gave Avidin fluor 7, ABCB1 inh 0.2, Bfl-1 Bim block -8, Bcl-XL Bim block -6, Bim-Bcl-2 -2, GSH bead fluor 6, Bcl-W Bim block 0, ABCG2 inh 1, RGS4-Gao reg 102, RGS7-Gao 102 and Bcl-B Bim block -3.
Screening CCOC(=O)c1c(NC(=O)CSc2nc3ccccc3s2)sc(C)c1C returned Avidin fluor 20, ABCB1 inh 0.4, Bfl-1 Bim block -16, Bcl-XL Bim block -5, Bim-Bcl-2 -14, GSH bead fluor 32, Bcl-W Bim block -4, ABCG2 inh 15, RGS4-Gao reg 101, RGS7-Gao 105 and Bcl-B Bim block -6.
For N#CC1=C(SCC(=O)c2ccccc2)NC2=C(C(=O)CCC2)C1c1ccco1 (stereo unspecified) the results were Avidin fluor 38, ABCB1 inh 0.0, Bfl-1 Bim block 5, Bcl-XL Bim block 0, Bim-Bcl-2 1, GSH bead fluor 25, Bcl-W Bim block 1, ABCG2 inh 0, RGS4-Gao reg 102, RGS7-Gao 104 and Bcl-B Bim block -3.
Screening O=C(c1cc2cc([N+](=O)[O-])ccc2s1)N1CCCCC1 returned Avidin fluor 10, ABCB1 inh -0.3, Bfl-1 Bim block -5, Bcl-XL Bim block -3, Bim-Bcl-2 -2, GSH bead fluor 14, Bcl-W Bim block -1, ABCG2 inh 0, RGS4-Gao reg 110, RGS7-Gao 105 and Bcl-B Bim block -3.
`Cc1cc(C(=O)Nc2ccc(S(=O)(=O)N3CCCC3)cc2)no1` gave Avidin fluor 9, ABCB1 inh -0.3, Bfl-1 Bim block -2, Bcl-XL Bim block 0, Bim-Bcl-2 0, GSH bead fluor 18, Bcl-W Bim block 0, ABCG2 inh 0, RGS4-Gao reg 100, RGS7-Gao 99 and Bcl-B Bim block -5.
Screening CC(=O)C1=C(C)NC(SCC(=O)Nc2nccs2)=C(C#N)C1c1ccccc1Cl (stereo unspecified) returned Avidin fluor 11, ABCB1 inh -0.3, Bfl-1 Bim block -7, Bcl-XL Bim block -2, Bim-Bcl-2 -3, GSH bead fluor 13, Bcl-W Bim block -4, ABCG2 inh -2, RGS4-Gao reg 101, RGS7-Gao 101 and Bcl-B Bim block -6.
For O=C1CCCC2=C1C(c1ccc(OS(=O)(=O)c3ccc(Cl)cc3)cc1)C1=C(CCCC1=O)O2 the results were Avidin fluor 10, ABCB1 inh 1.4, Bfl-1 Bim block -13, Bcl-XL Bim block 0, Bim-Bcl-2 -3, GSH bead fluor 8, Bcl-W Bim block -1, ABCG2 inh 3, RGS4-Gao reg 102, RGS7-Gao 100 and Bcl-B Bim block -4.
`NC(=O)C1CCN(C(=O)COc2ccc3ccccc3c2)CC1` gave Avidin fluor 20, ABCB1 inh 1.5, Bfl-1 Bim block 6, Bcl-XL Bim block -6, Bim-Bcl-2 0, GSH bead fluor 14, Bcl-W Bim block -4, ABCG2 inh 13, RGS4-Gao reg 100, RGS7-Gao 103 and Bcl-B Bim block 0.
Screening CC12CN3CCN(CC(C3)/C1=N\NC(=O)Nc1cccc(Cl)c1)C2 returned Avidin fluor 10, ABCB1 inh 0.3, Bfl-1 Bim block -6, Bcl-XL Bim block -4, Bim-Bcl-2 -1, GSH bead fluor 14, Bcl-W Bim block -3, ABCG2 inh 1, RGS4-Gao reg 100, RGS7-Gao 99 and Bcl-B Bim block -5.
O=C(Oc1ccc2ccccc2c1Br)N1CCCCCC1 was read as Avidin fluor 8, ABCB1 inh 0.4, Bfl-1 Bim block -13, Bcl-XL Bim block 0, Bim-Bcl-2 -6, GSH bead fluor 7, Bcl-W Bim block 1, ABCG2 inh 1, RGS4-Gao reg 98, RGS7-Gao 95 and Bcl-B Bim block -4.
`O=C(Nc1nccs1)c1cc2sccc2n1Cc1ccc(Cl)cc1` gave Avidin fluor 8, ABCB1 inh -1.8, Bfl-1 Bim block -9, Bcl-XL Bim block 0, Bim-Bcl-2 -6, GSH bead fluor 19, Bcl-W Bim block 0, ABCG2 inh -1, RGS4-Gao reg 100, RGS7-Gao 100 and Bcl-B Bim block -3.
Screening FC(F)(F)c1cccc(NC(=S)N2CCCCCC2)c1 returned Avidin fluor 5, ABCB1 inh -0.6, Bfl-1 Bim block -6, Bcl-XL Bim block -6, Bim-Bcl-2 -5, GSH bead fluor 23, Bcl-W Bim block -2, ABCG2 inh 0, RGS4-Gao reg 101, RGS7-Gao 96 and Bcl-B Bim block -5.
Screening CCOC(=O)N1CCN(c2c(NCc3ccccc3OC)c(=O)c2=O)CC1 returned Avidin fluor 5, ABCB1 inh -3.2, Bfl-1 Bim block -7, Bcl-XL Bim block -1, Bim-Bcl-2 -10, GSH bead fluor 23, Bcl-W Bim block 1, ABCG2 inh -3, RGS4-Gao reg 99, RGS7-Gao 100 and Bcl-B Bim block -6.
For COC(=O)c1cccc(NC(=O)c2nn(C(C)C)c(=O)c3ccccc23)c1 the results were Avidin fluor 8, ABCB1 inh 0.4, Bfl-1 Bim block -14, Bcl-XL Bim block -4, Bim-Bcl-2 -12, GSH bead fluor 11, Bcl-W Bim block -1, ABCG2 inh 1, RGS4-Gao reg 104, RGS7-Gao 99 and Bcl-B Bim block -7.
O=C(c1ccc(Cn2c(=O)[nH]c3ccccc3c2=O)cc1)N1CCN(c2ccc(F)cc2)CC1 was read as Avidin fluor 38, ABCB1 inh 1.2, Bfl-1 Bim block 0, Bcl-XL Bim block -1, Bim-Bcl-2 -1, GSH bead fluor 13, Bcl-W Bim block -1, ABCG2 inh 1, RGS4-Gao reg 100, RGS7-Gao 99 and Bcl-B Bim block 0.
`O=C(OCc1nnc(-c2ccc(Cl)cc2)o1)C12CC3CC(CC(O)(C3)C1)C2` gave Avidin fluor 11, ABCB1 inh 2.4, Bfl-1 Bim block 3, Bcl-XL Bim block 2, Bim-Bcl-2 3, GSH bead fluor 25, Bcl-W Bim block 0, ABCG2 inh 21, RGS4-Gao reg 104, RGS7-Gao 101 and Bcl-B Bim block 2.
`O=C(CC1(O)C(=O)Nc2ccccc21)c1cccc(Br)c1` (stereo unspecified) gave Avidin fluor 16, ABCB1 inh 0.4, Bfl-1 Bim block -13, Bcl-XL Bim block -5, Bim-Bcl-2 -3, GSH bead fluor 18, Bcl-W Bim block -4, ABCG2 inh 7, RGS4-Gao reg 98, RGS7-Gao 101 and Bcl-B Bim block -10.

Pulled by compound from the entries so far:
`O=C(CC1(O)C(=O)Nc2ccccc21)c1cccc(Br)c1` (stereo unspecified) gave Avidin fluor 16, ABCB1 inh 0.4, Bfl-1 Bim block -13, Bcl-XL Bim block -5, Bim-Bcl-2 -3, GSH bead fluor 18, Bcl-W Bim block -4, ABCG2 inh 7, RGS4-Gao reg 98, RGS7-Gao 101 and Bcl-B Bim block -10.
For COC(=O)c1cccc(NC(=O)c2nn(C(C)C)c(=O)c3ccccc23)c1 the results were Avidin fluor 8, ABCB1 inh 0.4, Bfl-1 Bim block -14, Bcl-XL Bim block -4, Bim-Bcl-2 -12, GSH bead fluor 11, Bcl-W Bim block -1, ABCG2 inh 1, RGS4-Gao reg 104, RGS7-Gao 99 and Bcl-B Bim block -7.
Screening FC(F)(F)c1cccc(NC(=S)N2CCCCCC2)c1 returned Avidin fluor 5, ABCB1 inh -0.6, Bfl-1 Bim block -6, Bcl-XL Bim block -6, Bim-Bcl-2 -5, GSH bead fluor 23, Bcl-W Bim block -2, ABCG2 inh 0, RGS4-Gao reg 101, RGS7-Gao 96 and Bcl-B Bim block -5.
